Fam108B inh: Fam108B inhibition, counter-screen for RBBP9 inhibitors; inhibition, % at 9.51 µM; recombinant Fam108B, FP-Rh probe fluorescence polarization; 0.33% of 300,000 active; AID 1947;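 active = inhibition above the screen mean inhibition plus 3 SD, computed separately per campaign, cut at about 18% in these data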;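 note: inhibitors lower polarization as less probe binds the enzyme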
Bcl-xL primary: inhibitors of human Bcl-xL | Q07817 | GST-Bcl-xL / FITC-Bim BH3 peptide fluorescence polarization | inhibition, % at 10.9 µM | 0.7% of 320,000 active | AID 2129;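 active = inhibition above the mean of all tested compounds plus 3 SD, cutoff set per campaign, cut at about 30% in these data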;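 note: 0% = DMSO wells and 100% = unlabeled Bim-BH3 peptide competitor; inhibitors lower millipolarization by displacing the labeled peptide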
VLA-4 inh: inhibition in a human VLA-4 binding assay. P13612. VLA-4 expressing cells, ligand binding flow cytometry. inhibition, % (about 7 µM as worked out from the volumes in the protocol). 0.2% of 330,000 active; in the data active = inhibition above about 50%
PME-1 primary: PME-1 (human) inhibition; recombinant PME-1, FP-Rh probe fluorescence polarization; inhibition, % at 5.9 µM; 0.53% of 320,000 active;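 active = inhibition above the campaign mean of all compounds plus 3 SD, cut at about 26% in these data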;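 note: competitive labeling of PME-1 active site by serine hydrolase directed probe; 0% = PME-1 with DMSO and 100% = wells lacking PME-1 enzyme; inhibitors block probe labeling so polarization falls and inhibition rises; many of its hits are not listed in these tables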
MEX-5 binding: C. elegans MEX-5 TCR-2 RNA binding activity | Q9XUB2 | MEX-5/FITC-TCR2 RNA binding, fluorescence polarization; active compounds read low | activity score (negative = inhibition of binding), % at 10 µM | 0.38% of 300,000 active | AID 1832;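 active = inhibition past about -25% in most replicates, and total fluorescence under double the plate's negative control median, limit read from the data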;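 note: 0% = DMSO and -100% = 5 µM competing unlabeled TCR2 RNA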
Target sequence (Q9XUB2 whole entry, looked up): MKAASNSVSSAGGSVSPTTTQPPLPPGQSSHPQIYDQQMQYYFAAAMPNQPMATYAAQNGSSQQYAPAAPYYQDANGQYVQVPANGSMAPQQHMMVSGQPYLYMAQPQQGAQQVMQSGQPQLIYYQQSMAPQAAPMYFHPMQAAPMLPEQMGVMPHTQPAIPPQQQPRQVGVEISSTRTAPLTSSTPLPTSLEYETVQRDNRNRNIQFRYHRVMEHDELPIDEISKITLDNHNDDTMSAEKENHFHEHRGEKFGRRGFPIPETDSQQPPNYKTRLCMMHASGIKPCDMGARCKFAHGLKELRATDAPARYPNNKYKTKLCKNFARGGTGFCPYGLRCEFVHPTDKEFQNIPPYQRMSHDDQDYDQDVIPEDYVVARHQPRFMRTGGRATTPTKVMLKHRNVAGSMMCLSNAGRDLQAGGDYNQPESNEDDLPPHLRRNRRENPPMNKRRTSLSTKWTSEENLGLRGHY
GLD-1 TGE inh: GLD-1-TGE RNA interaction inhibition (C. elegans); purified GLD-1 + fluorescein TGE RNA, fluorescence polarization; inhibition, % at 5.96 µM; 0.44% of 320,000 active; AID 2280;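 active = percent inhibition above a per-plate cutoff, the plate mean of test compounds plus 3 SD, cut at about 30% in these data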;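 note: 0% = DMSO wells with GLD-1 and probe and 100% = wells lacking GLD-1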
Target sequence (Q17339 whole entry, looked up): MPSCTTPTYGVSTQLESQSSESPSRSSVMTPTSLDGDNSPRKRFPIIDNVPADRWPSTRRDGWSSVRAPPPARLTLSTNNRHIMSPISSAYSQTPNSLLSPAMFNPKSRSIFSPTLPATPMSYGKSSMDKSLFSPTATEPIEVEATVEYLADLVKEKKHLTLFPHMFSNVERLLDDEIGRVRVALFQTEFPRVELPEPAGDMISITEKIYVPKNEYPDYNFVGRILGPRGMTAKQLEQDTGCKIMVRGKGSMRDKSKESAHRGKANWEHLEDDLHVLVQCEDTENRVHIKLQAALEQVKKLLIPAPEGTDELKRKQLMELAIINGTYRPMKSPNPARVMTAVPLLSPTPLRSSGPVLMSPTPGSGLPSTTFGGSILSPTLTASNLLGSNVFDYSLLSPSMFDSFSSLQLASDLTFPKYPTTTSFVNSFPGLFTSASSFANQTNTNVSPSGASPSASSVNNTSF
MCL1 BIM primary: inhibitors of human MCL1 binding to BIM-BH3 peptide | Q07820 | GST-MCL1 / FITC-Bim-BH3 fluorescence polarization | inhibition, % at 10.9 µM | 0.68% of 320,000 active | AID 2057;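 active = inhibition above the mean inhibition of all tested compounds plus 3 SD, set per campaign, cut at about 40% in these data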;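 note: 0% = DMSO wells and 100% = unlabeled Bim-BH3 peptide control; higher means more loss of mP so more displacement of Bim peptide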
Efflux pump mplx: inhibitors of Candida antifungal efflux pumps expressed in yeast; S. cerevisiae Candida pump triplex, Nile Red efflux; inhibition, % at 10 µM; 0.44% of 330,000 active;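 active = plate passing quality check with inhibition over a set limit, or well fluorescence over plate mean plus 4 SD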;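 note: Nile Red retained in pooled yeast measured as flow cytometry median fluorescence; 0% = buffer negative control and 100% = Enniatin B positive control; higher means more Nile Red kept so more efflux inhibition; some compounds called inactive have numbers as strong as hits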
GRK2 inh: human GRK2 inhibition via aptamer displacement; P25098; bead flow cytometry, FAM-aptamer displacement from GRK2; inhibition of aptamer binding, % at 10 µM; 0.59% of 330,000 active; AID 488847;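 active = inhibition of aptamer binding above 40%, roughly 3 SD of noise, on plates passing a quality check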;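 note: median bead fluorescence of bound FAM aptamer so fluorescent compounds give negative values; no value below 0 was filed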
Starred values were filed as active, the others as inactive; i = inactive; / = not tested or not shown. The list is partial (hit frequency here may not be typical).

SMILES | Fam108B inh | Bcl-xL primary | VLA-4 inh | PME-1 primary | MEX-5 binding | GLD-1 TGE inh | MCL1 BIM primary | Efflux pump mplx | GRK2 inh
CCOC(=O)c1ccc(Oc2cn[nH]c2-c2ccc(O)cc2O)cc1 | 6 | 4 | 12 | 1 | 0.7 | 3 | 6 | -0.2 | 1
CCn1cc(Cl)c(C(=O)Nc2cccc(C(F)(F)F)c2)n1 | 1 | 2 | 7 | 0 | -4.6 | 3 | 2 | 0.2 | 2
CCOc1ccc(S(=O)(=O)Nc2ccccc2C(=O)NCC2CCCO2)cc1 (stereo not given) | -1 | -1 | 8 | 4 | -2.6 | 4 | -5 | 0.0 | 2
O=C(CN1CCN(c2ccc(F)cc2)CC1)N1CCC(Cc2ccccc2)CC1 | 7 | 1 | -2 | -3 | -5.0 | -3 | 6 | -0.1 | 0
Cc1ccc(C(=O)NCc2ccccn2)cc1NC1=NC2CS(=O)(=O)CC2S1 (stereo not given) | 1 | -4 | 8 | -4 | -0.7 | 1 | -1 | 0.3 | 0
O=C(/C=C/c1ccco1)NC(=S)Nc1ccccc1N1CCCC1 | 5 | 11 | 5 | 7 | -1.2 | 12 | 15 | 0.1 | 0
O=C(Oc1ccc2c(c1)C(=O)c1ccccc1CO2)c1ccccc1 | -4 | 6 | 15 | -6 | 2.7 | 5 | 5 | 0.1 | 2
Cc1ccc(NC2c3ccccc3C(=O)N2CCN2CCOCC2)cc1 (stereo not given) | 4 | 5 | 17 | 4 | 2.4 | 3 | 0 | 0.0 | 4
COc1cc(-c2nnc(-c3cccs3)o2)cc(OC)c1OC | -1 | 5 | -1 | 1 | 2.2 | -10 | 11 | 0.1 | 2
CCN(CC)CCNC(=O)c1ccc(NC(=O)Nc2cccc3ccccc23)cc1 | -2 | -6 | 6 | -6 | 0.2 | -1 | -7 | -0.1 | 0
CC(=O)c1c(C)[nH]c(C(=O)OCC(=O)Nc2cc(C(F)(F)F)ccc2N2CCOCC2)c1C | -6 | 4 | 1 | 0 | -0.1 | -1 | 0 | -0.1 | 0
COc1ccccc1N(CC(=O)Nc1ccc2c(c1)OCCO2)S(C)(=O)=O | 0 | 1 | 0 | -3 | -1.3 | 0 | 1 | 0.1 | 0
Cc1ccc(S(=O)(=O)N2CCN=C2SCc2c(F)cccc2Cl)cc1 | -3 | 7 | -18 | 3 | 0.7 | 0 | 8 | 0.6 | 0
COc1ccc(Cc2noc(CN(C)CCN3CCc4ccccc4C3)n2)cc1OC | -2 | 2 | 4 | -4 | 0.1 | 4 | 1 | 0.1 | 4
CC(=O)c1oc2ccccc2c1NC(=O)COC(=O)c1ccc(-n2nc(C)cc2C)cc1 | -5 | 7 | -2 | -5 | -0.1 | 1 | -1 | 0.1 | 0

Some of the entries so far, with values under each structure.
Every second line gives: Fam108B inh, Bcl-xL primary, VLA-4 inh, PME-1 primary, MEX-5 binding, GLD-1 TGE inh, MCL1 BIM primary, Efflux pump mplx, GRK2 inh
O=C(Oc1ccc2c(c1)C(=O)c1ccccc1CO2)c1ccccc1
→ -4, 6, 15, -6, 2.7, 5, 5, 0.1, 2
CCN(CC)CCNC(=O)c1ccc(NC(=O)Nc2cccc3ccccc23)cc1
→ -2, -6, 6, -6, 0.2, -1, -7, -0.1, 0

More structures follow.
SMILES | Fam108B inh | Bcl-xL primary | VLA-4 inh | PME-1 primary | MEX-5 binding | GLD-1 TGE inh | MCL1 BIM primary | Efflux pump mplx | GRK2 inh
CCCOc1ccc(C(=O)OCC(=O)c2c(N)n(C)c(=O)n(C)c2=O)cc1OC | 2 | -13 | 13 | -5 | 1.4 | -3 | -9 | 0.2 | 0
COc1ccc2sc(N(CCN(C)C)C(=O)c3cc(Cl)sc3Cl)nc2c1 | 0 | 0 | 0 | 2 | 0.9 | 3 | 1 | -0.1 | 0
c1cc(CNc2ccc3c(c2)OCO3)ccn1 | 5 | 86* | -5 | -6 | -13 | 27 | 85* | 0.0 | 0
COc1cc(OC)c(NC(=O)CC(C)=O)cc1Cl | 1 | -3 | -17 | -3 | -2.0 | 1 | 0 | 0.0 | 2
Cc1ccc(C(=O)Nc2cc3c(cc2N2CCCCC2)n(C)c(=O)n3C)cc1 | -1 | -1 | 6 | 3 | -2.3 | -5 | -5 | 0.0 | 0
CCNC(=O)c1sc(-c2ccccc2)nc1C | 1 | 6 | -11 | 7 | 0.4 | 2 | 5 | -0.1 | 0
CC(C)(C)N1C(=O)c2ccc(C(=O)Nc3ccc(-c4nc5ccccc5[nH]4)cc3)cc2C1=O | -14 | -2 | -6 | -8 | 0.3 | -3 | -18 | 0.0 | 0
O=C(NC(=S)NN1CCCCC1c1cccnc1)c1ccc(Cl)cc1Cl (stereo not given) | -1 | -9 | 10 | -1 | -1.0 | -2 | -3 | 0.1 | 0
CCc1cc2cc(OC)ccc2nc1SCC(=O)NNC(=O)c1ccco1 | 2 | -6 | -1 | 4 | 0.2 | 4 | 5 | 0.3 | 0
CCN(CC)CCN1C(=O)C(=O)/C(=C(/O)c2c(C)[nH]c(C(=O)OC)c2C)C1c1ccc(C)o1 (stereo not given) | 0 | 5 | 0 | -1 | -4.7 | 2 | 7 | 0.2 | 0
CCNC(=S)N1CCN(S(=O)(=O)c2ccccc2C(F)(F)F)CC1 | 1 | 6 | 0 | 0 | 0.8 | 6 | 7 | -0.1 | 5
O=C1CC(c2ccccc2)n2nc(NC(=O)c3ccccc3)nc2N1 (stereo not given) | 2 | 5 | 27 | 3 | -0.8 | 5 | 3 | 0.1 | 0
Cc1ccc(S(=O)(=O)N[C@H](C(=O)Oc2ccc3c(C(F)(F)F)cc(=O)oc3c2)c2ccccc2)cc1 | -3 | 45* | -13 | -2 | -15 | 50* | 45* | -0.2 | 1
CCOc1ccc(C(=O)NC(=S)NC2CCCC2)cc1[N+](=O)[O-] | 3 | 4 | 0 | -2 | 2.1 | 5 | 12 | 0.7 | 0
Cc1c(C(=O)N/N=C/c2ccc(O)c(Br)c2)sc(N)c1C#N | 7 | -20 | i | 29* | / | -39 | -51 | -0.2 | 2
O=C(Cn1ncc2c(=O)oc3ccccc3c21)NCCc1ccsc1 | 0 | 18 | -9 | -2 | -0.6 | 4 | -1 | 0.0 | 3
CCOC(=O)c1c(NC(=O)C2=COCCO2)sc2c1CCN(C(=O)OC)C2 | -3 | 7 | 10 | 1 | 0.1 | 1 | -1 | -0.1 | 0
CCCCn1c(SCC(=O)c2ccc(OC)cc2OC)nc2cc(S(N)(=O)=O)ccc21 | 2 | -6 | 18 | -3 | -3.3 | -8 | -11 | 0.2 | 2
Cc1cc(-c2onc(C)c2C(N)=O)no1 | 1 | 0 | 2 | -1 | -1.6 | 3 | 5 | 0.0 | 0
COc1ccc(C(=O)N2CCN(c3cccc(Cl)c3)CC2)cc1 | 1 | 6 | 4 | -7 | 0.0 | -2 | 9 | 0.1 | 0
CC(/C=C1\SC(=S)N(C(C(=O)O)c2ccccc2)C1=O)=C\c1ccccc1 (stereo not given) | 0 | 8 | 3 | 12 | -4.1 | -1 | 15 | 0.6 | 5
COc1ccc(CN(C)C(C)C(=O)N(C)CC(=O)Nc2ccc(C)cc2)cc1F (stereo not given) | / | 0 | 0 | 2 | / | 5 | -4 | 0.0 | 0
COC(=O)[C@]1(Cc2ccccc2)N[C@H](CN(C)C(=O)COc2ccccc2)[C@@H]2C(=O)N(C)C(=O)[C@@H]21 | / | / | 25 | / | / | 4 | / | -0.1 | 7
COc1ccc(-c2ccc(OC)c([C@H]3[C@H]4C=CC[C@@H](C)[C@@H]4C(=O)N3Cc3ccccc3)c2)cc1C | -2 | 0 | 6 | 3 | -1.4 | -1 | 0 | 0.1 | 0
CN(Cc1ccccc1)C(=O)CN1C(=O)C2C3C=CC(C3)C2C1=O (stereo not given) | 4 | 2 | 3 | 2 | 1.4 | -4 | -2 | 0.5 | 2
CCC1CCCCN1CCCNC(=O)Cn1nc(-c2ccc(C)cc2)ccc1=O (stereo not given) | -5 | 3 | -1 | -4 | 1.0 | 2 | 5 | 0.0 | 0
Cc1cccc(-c2oc3ccc(-c4ccc5c(c4)OCO5)cc3c2C(=O)OCc2ccc(O)cc2)c1 | -39 | 8 | 18 | 0 | 1.9 | 2 | 10 | 0.0 | 0
Cc1cnc(NC(=O)C2CC(=O)N(c3ccc4c(c3)OCCO4)C2)s1 (stereo not given) | / | / | -14 | / | / | 4 | / | -0.2 | 0
CSc1cccc(NC(=O)c2ccccn2)c1 | -1 | 4 | 17 | 2 | 1.3 | 2 | 5 | 0.0 | 1
CC(C)(C)N=C1NN=C(c2ccc(Cl)cc2)CS1 | -4 | -1 | 3 | 8 | 1.4 | -2 | -11 | 0.1 | 0

The last 5 entries of the section before open the next one:
SMILES | Fam108B inh | Bcl-xL primary | VLA-4 inh | PME-1 primary | MEX-5 binding | GLD-1 TGE inh | MCL1 BIM primary | Efflux pump mplx | GRK2 inh
CCC1CCCCN1CCCNC(=O)Cn1nc(-c2ccc(C)cc2)ccc1=O (stereo not given) | -5 | 3 | -1 | -4 | 1.0 | 2 | 5 | 0.0 | 0
Cc1cccc(-c2oc3ccc(-c4ccc5c(c4)OCO5)cc3c2C(=O)OCc2ccc(O)cc2)c1 | -39 | 8 | 18 | 0 | 1.9 | 2 | 10 | 0.0 | 0
Cc1cnc(NC(=O)C2CC(=O)N(c3ccc4c(c3)OCCO4)C2)s1 (stereo not given) | / | / | -14 | / | / | 4 | / | -0.2 | 0
CSc1cccc(NC(=O)c2ccccn2)c1 | -1 | 4 | 17 | 2 | 1.3 | 2 | 5 | 0.0 | 1
CC(C)(C)N=C1NN=C(c2ccc(Cl)cc2)CS1 | -4 | -1 | 3 | 8 | 1.4 | -2 | -11 | 0.1 | 0
CN(C(=O)c1ccc(NC(=O)Cc2cccc([N+](=O)[O-])c2)cc1)C1CC1 | / | -2 | -1 | 4 | / | -5 | -1 | -0.3 | 36
O=C(CN1CCCCCC1=O)N1CCN(S(=O)(=O)c2cccs2)CC1 | -4 | 2 | 2 | 0 | -0.9 | 8 | -1 | -0.1 | 0
Nc1nc(SCC(=O)Nc2ccc3c(c2)OCO3)n[nH]1 | -3 | -7 | 12 | -1 | 1.7 | -13 | -3 | 0.1 | 0
COc1ccc(C(NC(=O)C(C)(C)C)NC(=O)C(C)(C)C)cc1 | -2 | 0 | 14 | -4 | -0.6 | -2 | 0 | 0.0 | 0
COc1ccc(OC)c(NC(=O)c2cccnc2Sc2ccccc2)c1 | 3 | 1 | 10 | 3 | -1.6 | 3 | -5 | 0.2 | 0
C/C(=N\NC(=O)c1ccccc1)c1ccc(N2CCOCC2)cc1 | 4 | -3 | 18 | -6 | -1.5 | -4 | 19 | 0.0 | 0
Cc1ccc(Cl)cc1NC(=O)CNCC(c1ccccc1)N(C)C (stereo not given) | -3 | 6 | 2 | 1 | -0.3 | -2 | -7 | 0.1 | 0
CCN1CCN(C(=O)Nc2cccc(C(F)(F)F)c2)CC1 | -3 | 3 | 10 | 2 | -1.6 | 3 | 8 | 0.2 | 0
O=C(Nc1ccc(F)cc1)c1nc2c(nnn2Cc2cccc3ccccc23)c(=O)[nH]1 | -14 | 6 | -2 | -11 | 1.8 | -2 | 7 | -0.2 | 0
Cc1cccc(NC(=O)NNC(=O)c2sccc2-n2cccc2)c1 | 3 | 4 | 0 | 1 | 0.3 | 5 | 5 | 0.1 | 3
Cc1cc(C(F)(F)F)c(C#N)c(SCC(=O)Nc2nc3cc(Br)ccc3s2)n1 | -22 | -25 | -40 | -27 | -0.4 | -11 | -53 | 0.8 | 4

Compound activity from PubChem.
